Screens: PubChem BioAssay, several laboratories
PhoP inhibition: PhoP-dependent GFP reporter repression – Salmonella Typhimurium, primary screen (AID 1863); S. Typhimurium PhoP-regulated promoter GFP reporter, 4 h; higher % means a stronger effect; one-dose inhibition, % at 50 µM; IC50 in µM for titrated hits; 300,000 tested, 0.16% active;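 active = inhibition over 29.93%, a cutoff 3 SD above the screen mean, later confirmed by dose response; inconclusive = inhibition over 29.93% but no dose response follow-up; inactive = inhibition at most 29.93% or unconfirmed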;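 also: 0% = low Mg2+ inducing control and 100% = high Mg2+ repressing control; strong numbers were not always called active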
GPR35 antagonists: GPR35 antagonists blocking zaprinast-driven arrestin recruitment, primary screen, imaging, U2OS, beta-arrestin-GFP, zaprinast agonist (AID 2058). U2OS GPR35 beta-arrestin-GFP translocation imaging, zaprinast antagonism; higher % means a stronger effect. one-dose inhibition, % at 10 µM; IC50 in µM for titrated hits. 290,000 tested, 0.052% active;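 active = inhibition of at least 50% with at least 30 cells and total cytoplasm GFP at most 10,000,000; inconclusive = under 30 cells or total GFP of 10,000,000 plus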
NS5 inhibitors: flavivirus cap methylation enzyme inhibition – biochemical, confirmation dose response, primary screen (AID 588689). Dengue-2 NS5 methyltransferase capping enzyme assay, biochemical; higher % means a stronger effect. inhibition, % at 25 µM, or IC50 in µM where a hit was titrated. 340,000 tested, 0.3% active; in the data active = a potency from the dose series; inconclusive = inhibition above about 29% without an active follow-up result
Rac1 GTP hydrolysis: MgcRacGAP GTPase-activating activity inhibitors, confirmation, biochemical, ADP Hunter fluorescence. 340,000 tested, 0.6% active. MgcRacGAP-stimulated Rac1 GTP hydrolysis, ADP Hunter fluorescence; higher % means a stronger effect; GST-tagged Rac1 F28L mutant substrate. AID 624330. one-dose inhibition, % at 30 µM; IC50 in µM for titrated hits;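 active = first-screen hits whose inhibition reached a set limit at any dose in the follow-up dose series; inconclusive = inhibition above the set first-screen limit but never retested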;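 also: fluorescence reports GDP produced by GAP-driven GTP hydrolysis; strong numbers were not always called active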
SV40 large T antigen: SV40 large T antigen inhibitors, biochemical (AID 1903); SV40 large T antigen ATPase/helicase inhibition assay; higher % means a stronger effect; inhibition, % at 20 µM, or IC50 in µM where a hit was titrated; 310,000 tested, 0.39% active; in the data active = a potency from the dose series; inconclusive = inhibition mostly from about 32% at the one dose, without a potency; inactive = the rest, 99 in 100 with inhibition below about 32%; also: strong numbers were not always called active
CSM14.1 death rescue: rescue of cells from ER stress-induced death, primary screen, 384-well, CSM14.1, thapsigargin, ATP luminescence (AID 1222) | 190,000 tested, under 10 active | one-dose cellular ATP content (survival), % at 20 µM; EC50 in µM for titrated hits | CSM14.1 thapsigargin-induced death rescue, ATP luminescence; higher % means a stronger effect;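 active = EC50 below 50 µM in the dose-response confirmation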;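 also: death triggered by thapsigargin at about 15 µM added after 2 h compound pretreatment; cell ATP read after overnight thapsigargin exposure of roughly 18 to 22 hours; normalized against plate controls of thapsigargin alone and 5% DMSO vehicle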
RSV antiviral HEp-2: inhibition of RSV-induced cytopathic effect – HEp-2 cells, primary 10 µM value included (AID 2391) | HEp-2 cells, RSV-induced CPE inhibition; higher % means a stronger effect | one-dose CPE inhibition, % at 10 µM; IC50 in µM for titrated hits | 310,000 tested, 0.13% active; in the data active = a potency from the dose series; inconclusive = CPE inhibition mostly from about 23% at the one dose, without a potency; inactive = the rest, 99 in 100 with CPE inhibition below about 21%; also: strong numbers were not always called active
LYP phosphatase: inhibitors of LYP phosphatase, biochemical, fluorescence intensity, uHTS (AID 1779) | recombinant LYP phosphatase, fluorescence intensity; higher % means a stronger effect | one-dose inhibition, % at 11.5 µM; IC50 in µM for titrated hits | 290,000 tested, 0.054% active; in the data active = inhibition above about 50%;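 also: plate controls were vehicle with enzyme for no effect and no enzyme for full effect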
West Nile virus CPE: inhibition of WNV-induced cytopathic effect – cell-based, CPE readout (AID 1621); one-dose CPE inhibition, % at 10 µM; IC50 in µM for titrated hits; 290,000 tested, 0.02% active; West Nile virus-infected cells, CPE inhibition; higher % means a stronger effect; in the data active = a potency from the dose series; inconclusive = CPE inhibition mostly from about 3.7% at the one dose, without a potency; inactive = the rest, 99 in 100 with CPE inhibition below about 2.2%; also: strong numbers were not always called active
* = called active by the depositor; ? = inconclusive; / = no result given. Random draw from the library; overall some 1.5% were active at least once.

Key to letters: A = PhoP inhibition; B = GPR35 antagonists; C = NS5 inhibitors; D = Rac1 GTP hydrolysis; E = SV40 large T antigen; F = CSM14.1 death rescue; G = RSV antiviral HEp-2; H = LYP phosphatase; I = West Nile virus CPE
COc1ccc(OC)c(NS(=O)(=O)c2ccc(SC)cc2)c1
  A: -1% | B: -1% | C: 2% | D: 15% | E: 6% | F: -1.8% | G: -0.2% | H: -4% | I: 0.1%
O=C(CSc1n[nH]c(=O)[nH]c1=O)Nc1cccc(S(=O)(=O)N2CCOCC2)c1
  A: -2% | B: 2% | C: -4% | D: 5% | E: 11% | F: -0.5% | G: 0.1% | H: 9% | I: 1.2%
CC1=CS(=O)(=O)CC1SC(=S)N(C)C1CCS(=O)(=O)C1 (stereo not drawn)
  A: 11% | B: 4% | C: 12% | D: 5% | E: 3% | F: 0.7% | G: 1.7% | H: -5% | I: -0.1%
CC(C)C(c1nnnn1C1CCCC1)N1CCC(C(N)=O)CC1 (stereo not drawn)
  A: -5% | B: 20% | C: -11% | D: -1% | E: 11% | F: -1.0% | G: 1.6% | H: -13% | I: 0.1%
CCC(NC(=O)COc1cc2c(c3oc(=O)c(C)c(C)c13)CCC(C)(C)O2)C(=O)O (stereo not drawn)
  A: 8% | B: 4% | C: 1% | D: 11% | E: 1% | F: / | G: 1.3% | H: -19% | I: 0.2%
Cc1[nH]c(C(=O)N/N=C/c2ccc(N(C)C)cc2)c(C)c1C(=O)N/N=C/c1ccc(N(C)C)cc1
  A: -3% | B: -9% | C: -9% | D: 8% | E: 32% | F: -0.6% | G: 12% | H: 6% | I: 0.4%
Cc1ccn(CC(C)C(=O)O)n1 (stereo not drawn)
  A: / | B: -10% | C: 0% | D: -1% | E: / | F: 0.4% | G: 1.4% | H: -13% | I: 0.3%
CCOc1nc(C#N)nc(N2CCCCC2)n1
  A: -2% | B: -6% | C: -14% | D: 8% | E: 6% | F: 1.3% | G: / | H: -3% | I: /
O=C(O)COc1ccc2c(-c3ccccc3)cc(=O)oc2c1
  A: / | B: -10% | C: -5% | D: 12% | E: / | F: -1.2% | G: 0.8% | H: -5% | I: 0.1%
COc1ccc(Cc2nc3ccc(C(=O)N4CCCN(C=O)CC4)cc3o2)cc1
  A: 6% | B: 21% | C: -1% | D: 8% | E: 9% | F: / | G: 1.2% | H: -10% | I: 0.5%
Cc1cccc(C)c1N1CCN(C(=O)c2ccc3c(c2)OCO3)CC1
  A: -2% | B: 10% | C: 5% | D: 7% | E: 7% | F: / | G: 8.6% | H: -6% | I: -0.9%
CC1CC(=O)Nc2ccccc2N1S(=O)(=O)c1cccc(F)c1 (stereo not drawn)
  A: -1% | B: 8% | C: / | D: / | E: 4% | F: / | G: 2.3% | H: -6% | I: 0.8%
Cc1ccc(S(=O)(=O)NNC(=O)c2sc(NS(=O)(=O)c3ccccc3)nc2C)cc1
  A: 10% | B: -8% | C: -2% | D: -3% | E: -2% | F: / | G: 1.4% | H: -3% | I: 0.2%
COc1c(C)cc(Br)cc1C(=O)Nc1ccccc1N1CCN(C(=O)c2ccccc2)CC1
  A: 8% | B: -11% | C: -6% | D: 15% | E: 10% | F: 1.2% | G: 51% | H: 3% | I: -1.1%
COC(=O)CC1(c2ccccc2)C(=O)c2ccccc2C1=O
  A: 0% | B: -4% | C: -3% | D: 9% | E: 8% | F: -0.9% | G: -0.3% | H: -5% | I: 0.3%
CC(=O)N1CCc2cc(S(=O)(=O)CCC(=O)Nc3ccccc3F)ccc21
  A: 5% | B: 1% | C: -4% | D: 18% | E: 12% | F: / | G: 0.8% | H: -11% | I: -0.2%
Cc1ccc(Cl)cc1N(CC(=O)NC1CCCC1)C(=O)c1csnn1
  A: 3% | B: -1% | C: 4% | D: 6% | E: -1% | F: / | G: 1.3% | H: -10% | I: -0.6%
COc1ccc(C)cc1NC(=O)C1CCCN1S(=O)(=O)c1ccc2c(c1)CCC(=O)N2 (stereo not drawn)
  A: 15% | B: 5% | C: 3% | D: 7% | E: 0% | F: 1.3% | G: 0.0% | H: 0% | I: -0.8%
O=C(COC(=O)/C=C/c1ccccc1[N+](=O)[O-])NC1CCS(=O)(=O)C1 (stereo not drawn)
  A: 5% | B: -7% | C: 0% | D: 7% | E: 3% | F: -0.7% | G: -2.5% | H: -6% | I: 0.4%
O=C(CCN1C(=O)COc2ccccc21)NCCN1CCc2ccccc2C1
  A: 0% | B: 11% | C: -5% | D: -3% | E: 1% | F: 3.8% | G: -1.3% | H: -6% | I: 0.0%
CC1Cc2nc(SCC(N)=O)n(Cc3ccccc3)c(=O)c2S1 (stereo not drawn)
  A: -5% | B: 3% | C: -1% | D: -2% | E: / | F: / | G: 0.4% | H: -8% | I: -0.1%
O=C(NC(=S)NC1CCS(=O)(=O)C1)c1ccccc1 (stereo not drawn)
  A: 0% | B: 0% | C: -3% | D: 2% | E: 29% | F: / | G: 0.9% | H: -5% | I: -0.3%
O=C1[C@@H]2[C@H](C(=O)N1Cc1ccco1)[C@H]1C=C[C@@H]2C1
  A: 2% | B: -2% | C: -7% | D: -2% | E: 16% | F: -1.0% | G: 0.7% | H: 0% | I: 0.6%
Cc1cc(-n2c(C)cc(C(=O)COc3ccccc3[N+](=O)[O-])c2C)no1
  A: 4% | B: -10% | C: -9% | D: -12% | E: 1% | F: 2.9% | G: 1.5% | H: 0% | I: -0.8%
CCOC(=O)N1CCN(C(=S)Nc2ccc(C)cc2C)CC1
  A: 3% | B: -5% | C: 3% | D: 10% | E: 9% | F: -1.7% | G: 1.6% | H: -9% | I: 0.5%
CC(C)c1ccc(NC(=O)CCNC(=O)Cn2cnc3ccccc3c2=O)cc1
  A: 2% | B: 2% | C: -7% | D: 7% | E: 19% | F: / | G: 0.1% | H: -8% | I: -1.2%
COc1ccc(NC(=O)CSc2nnc(Cc3ccccc3)o2)c(OC)c1
  A: -9% | B: -7% | C: -2% | D: 9% | E: 13% | F: 1.4% | G: 1.0% | H: -4% | I: -0.8%
COc1ccccc1-n1c(SCC(=O)Nc2ccc(NC(C)=O)cc2)nc2c([nH]c3ccccc32)c1=O
  A: 14% | B: -1% | C: 3% | D: 4% | E: 27% | F: / | G: 5.6% | H: -9% | I: 0.5%
CC(C)(C)NC(=O)COC(=O)c1ccccc1OCC(=O)Nc1ccc(Br)cc1
  A: 5% | B: 14% | C: 0% | D: 7% | E: 2% | F: -3.7% | G: -0.8% | H: 2% | I: -0.7%
O=C(COc1ccccc1Cl)Nc1ccc(NC(=O)c2ccco2)cc1
  A: -7% | B: -1% | C: -3% | D: 4% | E: 11% | F: / | G: 17% | H: -12% | I: -0.1%

In a second layout: results already given.
canonical_smiles	PhoP inhibition	GPR35 antagonists	NS5 inhibitors	Rac1 GTP hydrolysis	SV40 large T antigen	CSM14.1 death rescue	RSV antiviral HEp-2	LYP phosphatase	West Nile virus CPE
COc1ccc(C)cc1NC(=O)C1CCCN1S(=O)(=O)c1ccc2c(c1)CCC(=O)N2 (stereo not drawn)	15%	5%	3%	7%	0%	1.3%	0.0%	0%	-0.8%
O=C(COC(=O)/C=C/c1ccccc1[N+](=O)[O-])NC1CCS(=O)(=O)C1 (stereo not drawn)	5%	-7%	0%	7%	3%	-0.7%	-2.5%	-6%	0.4%
O=C(CCN1C(=O)COc2ccccc21)NCCN1CCc2ccccc2C1	0%	11%	-5%	-3%	1%	3.8%	-1.3%	-6%	0.0%
CC1Cc2nc(SCC(N)=O)n(Cc3ccccc3)c(=O)c2S1 (stereo not drawn)	-5%	3%	-1%	-2%	/	/	0.4%	-8%	-0.1%

Continuation.
Key to letters: A = PhoP inhibition; B = GPR35 antagonists; C = NS5 inhibitors; D = Rac1 GTP hydrolysis; E = SV40 large T antigen; F = CSM14.1 death rescue; G = RSV antiviral HEp-2; H = LYP phosphatase; I = West Nile virus CPE
CCOC(=O)c1[nH]cnc1C(=O)O
  A: 12% | B: -8% | C: -4% | D: 5% | E: -3% | F: 6.1% | G: 0.8% | H: -1% | I: -0.1%
C#CCn1cc(/C=C2\NC(=O)NC2=O)c2ccccc21
  A: 5% | B: 2% | C: -13% | D: -1% | E: 6% | F: / | G: 16% | H: -8% | I: -0.9%
CC(Oc1ccc(C(C)(C)C)cc1)C(=O)NC1CC(C)(C)NC(C)(C)C1 (stereo not drawn)
  A: -2% | B: 4% | C: -6% | D: 8% | E: 1% | F: / | G: -0.4% | H: -8% | I: -0.5%
CC1(C)CC(=O)C(=Cc2cn(-c3ccccc3)nc2-c2ccccc2)C(=O)C1
  A: / | B: / | C: 28% | D: 13% | E: 30% | F: / | G: ? | H: / | I: /
Cc1cccc(NC(=O)c2cc(-c3cc(C)cc(C)c3O)n[nH]2)c1
  A: -3% | B: 15% | C: -6% | D: 10% | E: 6% | F: / | G: 5.5% | H: 0% | I: -2.2%
CCNC(=O)COC(=O)CNC(=O)c1cc(Cl)cc([N+](=O)[O-])c1
  A: -7% | B: -19% | C: 6% | D: 4% | E: -52% | F: -2.0% | G: 1.0% | H: -8% | I: 0.3%
O=C(NC1CCCCC1)c1noc2c1CCCCC2
  A: 2% | B: -6% | C: -1% | D: 4% | E: 1% | F: -2.7% | G: 1.1% | H: -2% | I: -0.5%
O=C(Nc1ccccc1Cc1ccccc1)c1ccccc1F
  A: -1% | B: 1% | C: -5% | D: 5% | E: 13% | F: / | G: 3.5% | H: 1% | I: -0.7%
COc1ccc2oc(=O)c(C(=O)N3CCN(C(=O)c4ccccc4)CC3)cc2c1
  A: -1% | B: -2% | C: 4% | D: 5% | E: 29% | F: / | G: 1.3% | H: -12% | I: -0.9%
CC(NC(=O)c1ccc(-c2cc(C(F)(F)F)ccc2Cl)o1)c1ccccc1 (stereo not drawn)
  A: -8% | B: 1% | C: -1% | D: 3% | E: -7% | F: -2.6% | G: 1.1% | H: 4% | I: 0.7%
CSc1ccc(/C=C(\NC(=O)c2ccccc2)C(=O)NCCN2CCOCC2)cc1
  A: 11% | B: -12% | C: -1% | D: 6% | E: 6% | F: / | G: 2.0% | H: -4% | I: -0.4%
c1ccc(-c2csc(-n3cccn3)n2)cc1
  A: 4% | B: -7% | C: -3% | D: -2% | E: 10% | F: / | G: 1.4% | H: -4% | I: 0.3%
CCOC(=O)c1c(N)sc2c(O)c(Br)ccc12
  A: 0% | B: -13% | C: -1% | D: 59µM* | E: 34% | F: -0.6% | G: 25% | H: 0% | I: 0.3%
Cc1cccc(N=Nc2c(N)n[nH]c2-c2ccc(Cl)cc2)c1
  A: 4% | B: 8% | C: 2% | D: 4% | E: 2% | F: 2.8% | G: 3.5% | H: -8% | I: ?
Cc1cc(C)nc(SCc2cn3ccccc3n2)n1
  A: -5% | B: -6% | C: -12% | D: 7% | E: 19% | F: / | G: 0.7% | H: -7% | I: 0.9%
